MT1-MMP txn act: activates MT1-MMP transcription; HT1080 MT1-MMP promoter luciferase reporter, luminescence, overnight; stronger effect = higher value; activation factor at 10 µM; hit rate 0.16% among 86,000; AID 750;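 active = activation factor of at least 2 for MT1-MMP transcription at 10 µM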
CD11b adhes inh: CD11b/CD18-fibrinogen binding inhibition. hit rate 0.54% among 93,000. K562 CD11b/CD18 adhesion to fibrinogen, ATPlite luminescence; Mn2+ added to activate the integrin. P05107+P11215. inhibition, % at 10 µM. AID 1497;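 active = primary inhibition of 50% or more at 10 µM, then 40% or more on retest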; note: some results filed as inactive read as strong as hits
CD11b adhes enh: increases human CD11b/CD18 adhesion to fibrinogen | P05107+P11215 | K562 CD11b/CD18 adhesion to fibrinogen, ATPlite luminescence | activation, % at 10 µM | hit rate 0.07% among 93,000;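 active = 10 µM primary screen giving 50% or more activity, confirmed by 40% or more on retest at that dose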; note: strong numbers were not always called active; reference of the scale not given here
ERa SRC1 pot: enhances coactivator binding to human estrogen receptor alpha; AID 639; hit rate 1.3% among 86,000; TR-FRET ERalpha-LBD/SRC-Cy5 coactivator binding, 2 h; 100 = basal binding, no effect; coactivator binding (% of control), % at 25.6 µM; P03372; in the data active = activity above about 200%;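 note: binding measured in presence of low estradiol as agonist stimulus; 0% = peptide alone without receptor and 100% = receptor with peptide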
Target sequence (P03372 whole entry, looked up, the tested form may be a part): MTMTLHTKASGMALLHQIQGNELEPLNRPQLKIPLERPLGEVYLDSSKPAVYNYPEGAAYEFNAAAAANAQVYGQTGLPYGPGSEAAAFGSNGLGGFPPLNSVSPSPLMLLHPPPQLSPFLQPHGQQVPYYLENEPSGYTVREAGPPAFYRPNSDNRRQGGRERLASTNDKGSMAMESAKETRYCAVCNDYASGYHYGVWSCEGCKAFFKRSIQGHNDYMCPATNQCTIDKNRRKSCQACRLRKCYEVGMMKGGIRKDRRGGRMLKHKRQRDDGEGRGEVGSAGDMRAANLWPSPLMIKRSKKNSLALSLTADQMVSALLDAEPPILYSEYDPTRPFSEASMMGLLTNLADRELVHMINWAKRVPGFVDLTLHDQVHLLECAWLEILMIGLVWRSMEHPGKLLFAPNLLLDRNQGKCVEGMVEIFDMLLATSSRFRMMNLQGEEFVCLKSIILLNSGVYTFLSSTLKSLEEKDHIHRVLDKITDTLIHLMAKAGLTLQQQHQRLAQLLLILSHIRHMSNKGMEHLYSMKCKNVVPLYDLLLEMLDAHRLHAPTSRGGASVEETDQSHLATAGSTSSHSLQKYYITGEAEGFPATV
sEH inh: soluble epoxide hydrolase (human) inhibition | recombinant human sEH enzymatic activity assay | hit rate 0.34% among 91,000 | inhibition, % at 2 µM; in the data active = inhibition above about 80%; note: values of inactives mirror those of a sister screen read the other way; many of its hits are not listed in these tables
ERb SRC1 inh: blocks coactivator binding to human estrogen receptor beta; Q92731; TR-FRET ER-beta LBD / SRC1-Cy5 peptide binding; receptor agonist-loaded with 1 µM estradiol; inhibition, % at 25.6 µM; hit rate 1.3% among 86,000;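 active = compounds whose percent inhibition of the receptor-coactivator binding signal exceeds about 50% in the single-dose screen, limit read from the data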;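 note: 0% = receptor plus peptide wells without compound and 100% = peptide-only wells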
Target sequence (Q92731 whole entry, looked up, the tested form may be a part): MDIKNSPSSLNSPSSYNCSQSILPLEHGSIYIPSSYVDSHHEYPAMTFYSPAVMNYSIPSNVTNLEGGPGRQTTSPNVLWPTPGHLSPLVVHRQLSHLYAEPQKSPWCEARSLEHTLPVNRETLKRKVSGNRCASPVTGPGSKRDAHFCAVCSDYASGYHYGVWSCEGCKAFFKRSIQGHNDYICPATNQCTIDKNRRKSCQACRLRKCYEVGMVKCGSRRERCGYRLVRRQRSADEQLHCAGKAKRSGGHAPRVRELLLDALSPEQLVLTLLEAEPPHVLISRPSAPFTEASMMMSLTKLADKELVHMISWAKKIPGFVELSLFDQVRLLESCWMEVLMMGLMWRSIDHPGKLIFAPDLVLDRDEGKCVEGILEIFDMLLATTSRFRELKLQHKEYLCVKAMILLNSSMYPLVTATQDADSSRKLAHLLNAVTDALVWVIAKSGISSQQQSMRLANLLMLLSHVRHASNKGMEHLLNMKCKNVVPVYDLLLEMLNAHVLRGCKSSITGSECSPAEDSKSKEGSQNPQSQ
Smad3 inh: Smad3 (human) transcription factor binding inhibition. P84022. TR-FRET Smad3/Dy647-FoxH1 peptide binding, europium anti-His. inhibition, % at 25 µM. hit rate 0.29% among 88,000. AID 630;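 active = compounds that reduce the energy-transfer binding signal between the protein and its labelled peptide by more than half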;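 note: 0% = Smad3 plus labelled peptide maximal FRET and 100% = peptide-only background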
Candida biofilm: kills Candida albicans biofilms. C. albicans biofilm + clotrimazole, Alamar Blue. inhibition, % at 6 µM. hit rate 0.14% among 85,000. AID 834;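 active = inhibition above 20%; inactive = inhibition below 20%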;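 note: preformed 24 hr biofilms exposed to compound for 48 hr; 0% = biofilm without compound and 100% = blank killed by clotrimazole plus chlorhexidine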
sEH activator: activators of human soluble epoxide hydrolase. activation, % at 2 µM. purified human sEH enzymatic activity, activator screen. P34913. hit rate 0.04% among 91,000; in the data active = activation above about 37%; note: values of inactives mirror those of a sister screen read the other way
Numbers without * were called inactive; nt = no result given; [ ] = dose if it differs, or a comment.

SMILES	MT1-MMP txn act	CD11b adhes inh	CD11b adhes enh	ERa SRC1 pot	sEH inh	ERb SRC1 inh	Smad3 inh	Candida biofilm	sEH activator
Cn1c(SCC(=O)N2CCCCC2)nnc1-c1ccc(S(=O)(=O)N2CCOCC2)cc1	1.1	-4.6	0.1	115.1	-1.6	3.1[fluorescence artefact?]	4.3	1.9	1.3
CCOC(=O)c1ccc(COC(=O)CNC(=O)CNC(=O)c2ccc(OC)cc2)o1	1.1	-22.1	0.7	112.0	1.9	-27.9[fluorescence artefact?]	5.9	7.1	0.3
Cc1nn(Cc2ccc(Cl)c(Cl)c2)c(C)c1NC(=O)c1sc2ccccc2c1Cl	nt	66.8	3.8	nt	8.6	nt	nt	nt	-6.6
COc1cc2nc(CC(C)C)n(NC(=O)c3ccccc3)c(=O)c2cc1OC	1.2	-4.9	-0.5	101.6	nt	0.8[fluorescence artefact?]	-13.6	-3.0	nt
CCOC(=O)CSc1nc(N)c(C#N)c(-c2ccc(OC)cc2)c1C#N	1.1	10.1	-0.2	258.5*[fluorescence artefact?]	nt	35.0[fluorescence artefact?]	11.4[fluorescence artefact?]	nt	nt
CCN(CC)CCNc1nc(-c2ccco2)c2c(c1C#N)CC(C)(C)OC2	1.1	-8.9	4.2	119.5	5.2	-6.9	-1.5	3.1	-5.1
Cc1cc(OCc2nc(-c3cccs3)no2)cc(C)c1Cl	nt	5.2	3.5	66.0	-9.5	18.8	-8.1	9.3	6.6
O=C(NCc1cccs1)c1cccc(S(=O)(=O)N2CCCCC2)c1	1	-4.0	1.2	98.6	nt	2.5	10.7	7.0	nt
COc1ccc(O)c(C2NC(CC(C)C)(C(=O)O)C3C(=O)N(Cc4ccccc4)C(=O)C23)c1 (stereo unspecified)	1.1	-2.6	-4.2	120.2	nt	3.7	-1.1	-3.4	nt
O=[N+]([O-])c1ccc(N2CCOCC2)cc1NCc1ccccc1	nt	18.9	-3.0	nt	-13.9	nt	nt	nt	15.9
CCCOCC1CC2(SC(=Nc3ccc(C)cc3)NC2=O)C(=O)O1 (stereo unspecified)	1	-16.6	8.1	106.2	-14.9	69.1*[fluorescence artefact?]	0.1	8.2	14.3
CCCCCCn1c(CN2CCN(CCO)CC2)nc2c1c(=O)n(C)c(=O)n2C	1.1	-50.6	1.0	115.4[fluorescence artefact?]	nt	-7.8[fluorescence artefact?]	8.3[fluorescence artefact?]	9.4	nt
Cc1nccc2[nH]c(=O)c(C(=O)NCCCN(C)C3CCCCC3)cc12	1.3	-13.5	-4.2	130.6	nt	-2.7	-1.2	6.4	nt
CCOC(=O)c1ccc2c(c1)n(CCO)c(C)[n+]2CC	1.1	-5.6	-2.7	137.8[fluorescence artefact?]	-2.2	-0.6[fluorescence artefact?]	1.1	3.8	1.8
Cc1nc(SCc2cccc(Oc3ccccc3)c2)n[nH]1	1.2	-2.2	-2.5	114.2	0.8	-6.2	1.6	6.1	-1.0
Cc1cc(C)nc(-n2nc(C)cc2NC(=O)c2cc(=O)c3ccccc3o2)n1	1	-11.5	-0.9	111.5[fluorescence artefact?]	nt	6.6[fluorescence artefact?]	5.6	1.4	nt
COc1ccc(S(=O)(=O)NC(CC(=O)NCCc2ccc(OC)c(OC)c2)c2ccco2)cc1 (stereo unspecified)	1.2	-24.2	1.4	115.4	-6.2	-2.7	4.3	7.5	3.7
CCc1ccc(NC(=O)N(CCCN2CCOCC2)Cc2cccs2)cc1	nt	-4.2	-0.4	137.9[fluorescence artefact?]	0.0	-2.1	-4.6	8.9	-1.5
O=C(O)Cc1ccc(NC(=O)C2CCCCC2C(=O)O)cc1 (stereo unspecified)	1.1	20.5	-2.0	125.5	0.1	-2.1	4.9	0.9	-1.4
Cn1cnc2cc(NC(=O)c3ccco3)ccc21	1	6.0	-1.8	100.2	9.4	-15.0[fluorescence artefact?]	10.3	8.8	-5.9
CC(=O)Nc1ccc(CN2CCCCCCC2)cc1	1.1	0.7	-0.4	nt	-13.3	nt	nt	nt	13.9
CCCOc1ccc(N2C(=O)CC(N(CCC)C(=O)CCC(=O)O)C2=O)cc1 (stereo unspecified)	1	2.4	-5.5	95.1	nt	-5.9	1.0	10.7	nt
COc1ccc2[nH]c(C)c(CCN(Cc3cccs3)C(=S)Nc3ccc(F)cc3)c2c1	nt	10.8	-6.3	109.3	-4.2	5.5	10.7	5.7	6.5
O=C(Nc1cccc2ccccc12)c1cnccn1	1.6	-22.1	-1.4	102.8	nt	7.2	14.6	8.3	nt

Molecules shown so far containing an aryl thioether with sulfur outside any ring (three):
SMILES	MT1-MMP txn act	CD11b adhes inh	CD11b adhes enh	ERa SRC1 pot	sEH inh	ERb SRC1 inh	Smad3 inh	Candida biofilm	sEH activator
Cn1c(SCC(=O)N2CCCCC2)nnc1-c1ccc(S(=O)(=O)N2CCOCC2)cc1	1.1	-4.6	0.1	115.1	-1.6	3.1[fluorescence artefact?]	4.3	1.9	1.3
CCOC(=O)CSc1nc(N)c(C#N)c(-c2ccc(OC)cc2)c1C#N	1.1	10.1	-0.2	258.5*[fluorescence artefact?]	nt	35.0[fluorescence artefact?]	11.4[fluorescence artefact?]	nt	nt
Cc1nc(SCc2cccc(Oc3ccccc3)c2)n[nH]1	1.2	-2.2	-2.5	114.2	0.8	-6.2	1.6	6.1	-1.0

Next structures follow.
SMILES	MT1-MMP txn act	CD11b adhes inh	CD11b adhes enh	ERa SRC1 pot	sEH inh	ERb SRC1 inh	Smad3 inh	Candida biofilm	sEH activator
CCC(=O)N1CCc2cc(S(=O)(=O)NCCC(=O)N3CC=C(c4ccccc4)CC3)ccc21	1.1	2.3	1.7	103.1[fluorescence artefact?]	11.5	3.0	-6.3	5.7	-11.3
COc1ccc(S(=O)(=O)N(CC(C)C)CC(C)C)c2cccnc12	nt	-13.5	1.8	90.4	1.3	1.7[fluorescence artefact?]	-9.1	4.5	-2.1
CCCCC1(CCCC)NC(=S)N(Nc2ccc(C)cc2)C1=O	1.2	20.9	-5.8	95.3	-3.4	-2.8	4.7	3.8	0.3
COc1ccccc1-n1c(CNC(=O)c2ccco2)nnc1SCC(=O)Nc1nccs1	1.1	-3.3	0.9	98.1	-7.8	2.1[fluorescence artefact?]	-0.6	9.8	11.7
CCN(CC)S(=O)(=O)c1ccc(NC(=O)COC(=O)CN2C(=O)c3ccccc3C2=O)cc1	nt	-10.2	-5.6	nt	21.0	nt	nt	nt	-20.3
CC(=O)c1c(C)[nH]c(C(=O)CSc2nnc(-c3ccccc3)o2)c1C	nt	20.7	-2.5	nt	0.7	nt	nt	nt	1.3
Cc1c(-c2nnnn2-c2ccc(F)cc2)cnc2cc3c(cc12)OCO3	nt	-6.8	0.1	nt	-10.0	nt	nt	nt	11.3
O=C(NC1CCCc2ccccc21)c1ccc(CNc2c(N3CCOCC3)c(=O)c2=O)cc1 (stereo unspecified)	1	nt	nt	104.2	-9.7	-9.0	1.6	-0.5	9.6
CN(C)c1ccc(/C=N/n2ncc3ccccc32)cc1	0.3	58.8	-7.4	100.8	nt	-0.5[fluorescence artefact?]	5.3	8.5	nt
CCOC(=O)c1[nH]c2ccccc2c1NC(=O)CC	1.3	-6.8	6.0	125.7	-19.8	-11.2	7.2	0.0	16.7
O=C1NCCCC1C(=O)N1CCN(C(=O)C2CCCNC2=O)CC1 (stereo unspecified)	1	-3.4	-1.5	102.0[fluorescence artefact?]	nt	4.4[fluorescence artefact?]	0.2	3.0	nt
Cc1cc(C(=O)COc2cccc(-n3cnnn3)c2)c(C)n1-c1ccccc1	1	31.9	-6.4	119.9	-13.7	17.3	-5.7	5.3	13.2
CCOC(=O)c1c(C)nc2c3ccccc3ccn12	1	4.7	-0.6	111.6	4.3	-8.7[fluorescence artefact?]	3.9	6.0	1.1
Cc1c(C)n(CC(O)CN2C(=O)c3ccccc3S2(=O)=O)c2ccccc12 (stereo unspecified)	1.1	-1.1	0.8	97.3	6.9	0.7	6.4	4.1	-6.3
CCN(CC)S(=O)(=O)c1ccc(NC2=NS(=O)(=O)c3ccccc32)cc1	1.3	-11.9	-1.7	114.0	77.8	2.9[fluorescence artefact?]	7.0	5.8	-79.0
Nc1nc(C2C(=O)CCCC2=O)cs1	1	-10.7	4.8	96.0[fluorescence artefact?]	12.6	7.9[fluorescence artefact?]	1.8	1.3	-10.8
CCN(C(=O)c1cc2cc(OC)ccc2oc1=O)c1cccc(C)c1	1.2	-8.8	1.6	106.6	-5.8	5.3	5.9	5.5	6.8
Cn1c(=O)[nH]c(=O)c2c1nc(N1CCCCCC1)n2CCN1CCCCCC1	1	nt	nt	109.7	2.5	-5.6	1.6	10.4	-4.4
O=C(Nc1ccccc1C(=O)NC1CCCCC1)c1ccco1	1	nt	nt	75.1	10.6	17.8	2.4	0.5	-6.0
CCOC(=O)N1CCN(c2c(N3CCN(c4cccc(C)c4C)CC3)c(=O)c2=O)CC1	nt	-17.2	-0.2	nt	-7.5	nt	nt	nt	9.9
CCCOc1ccc(CSc2nnc(CCC)n2N)cc1	1.4	-8.9	2.7	118.1	12.4	1.4	14.8[fluorescence artefact?]	8.4	-12.2
Cc1cc(=O)oc2cc(OCCSCCN3CCOCC3)ccc12	1.2	9.1	-2.4	106.4	nt	-4.6[fluorescence artefact?]	-4.0	-5.7	nt
Cc1cccc(Cc2cnc(NC(=O)c3ccc(C)o3)s2)c1	1.7	17.1	-4.0	103.1	9.5	0.3[fluorescence artefact?]	-2.5	6.6	-7.7
O=C(NCc1ccco1)c1cc2cc3ccc(Cl)cc3nc2o1	1.1	-39.5	58.1	182.4[fluorescence artefact?]	6.2	55.6*	10.5	-4.5	-6.1
CCN(CC)c1ccc(NC(=O)c2ccco2)c(C)c1	1.3	-19.4	10.5	116.2	6.2	49.0	5.8	4.0	-2.8
O=C(CCc1nc(-c2ccccc2F)no1)NCCc1ccccc1Cl	1	-10.8	2.9	nt	6.7	nt	nt	nt	-5.4
COc1ccc(NC(=O)CN(C)C(C)C(=O)N2CCCCC2)cc1 (stereo unspecified)	nt	-13.1	-3.1	nt	-14.1	nt	nt	nt	13.1
COc1ccc(-c2nc(C#N)c(NCCCn3ccnc3)o2)cc1OC	1.4	3.9	-3.1	108.1	7.0	8.5	12.9	1.6	-4.5
CCCS(=O)(=O)N1CCCC(C(=O)N2CCN(c3ccccc3)CC2)C1 (stereo unspecified)	1.1	6.0	-1.6	93.4	6.0	6.3[fluorescence artefact?]	-4.8	5.6	-8.5
COc1cc2c(cc1NC(=O)c1ccc3c(c1)OCO3)oc1ccccc12	2.1*	-6.4	3.4	162.2	-5.7	-0.6	3.4	8.8	7.0
COc1ccccc1NC(=O)CSc1nnnn1C	1.1	-1.3	-1.0	121.2	-0.1	-0.2	-14.9	nt	0.5
O=C(NC1CCCCC1)C(c1ccccc1)N(C(=O)c1cccs1)c1ccc2c(c1)OCO2 (stereo unspecified)	nt	5.2	-2.8	nt	6.0	nt	nt	nt	-3.4
CCn1nc(C)c(NS(=O)(=O)c2ccccc2)c1C	1.2	-31.8	-2.0	113.9	7.2	5.1	11.5	4.0	-8.9
Cc1ccc(-c2nc(C3CCCN(S(=O)(=O)c4ccc(C(C)(C)C)cc4)C3)no2)cc1 (stereo unspecified)	nt	-0.6	-0.2	nt	-9.6	nt	nt	nt	12.1
CCOC(=O)Cc1cc(=O)n2[nH]c(C)cc2n1	1.1	-4.3	2.7	107.3	5.9	-1.7	2.0	5.5	-3.4
O=C(COc1ccccc1Cl)Nc1ccc2c(c1)OCCO2	1.8	4.2	-2.4	133.6	38.3	-0.3	9.7	5.7	-37.4
Cc1cc(C)c2nc(N3CCC(C(=O)NCCCN4CCCCC4)CC3)sc2c1	0.9	10.9	0.4	90.9	-2.9	-2.7	5.0	5.5	2.1
c1ccc(Sc2nc(N3CCCCC3)nc(N3CCCCC3)n2)nc1	nt	-7.8	-1.3	92.2	16.2	-2.9	7.0	11.1	-14.6
CCOc1ccccc1Nc1nnc(C)c(=O)[nH]1	1.1	3.9	-2.7	115.8	-8.1	-27.9	11.1	0.1	8.4
COc1ccc(OCCC(=O)Nc2cc(C)on2)cc1	1.1	-15.5	-7.2	107.0[fluorescence artefact?]	-5.6	6.5[fluorescence artefact?]	-1.3	2.8	9.1

Source: PubChem BioAssay

The list is partial; the hit share may differ from the screen's.
